Assay outcomes (PubChem)
AddAB inh: less growth of phage-infected E. coli with AddAB. inhibition, % at 11.9 µM. 330,000 compounds, 0.29% hits. E. coli expressing H. pylori AddAB, absorbance growth. AID 435030; in the data active means inhibition above about 12%;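 further: 0% = vehicle wells of infected cells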
SUMO Mot1 rescue: blocks SUMOylation pathway, rescuing yeast Mot1-301 growth; S. cerevisiae Mot1-301 growth rescue, ATP luminescence, 38.5C; percent above DMSO median, 100 means doubled; growth rescue, % at 18.8 µM; 320,000 compounds, 1% hits; AID 2716;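 active means every valid replicate shows activation above 250% relative to neutral control wells; inactive means the rest, any valid replicate at or below 250%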;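 further: OY570 slx delta 5 strain wells were the positive control but not used for scaling; some compounds called inactive have numbers as strong as hits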
HTR5A ag: activates human HTR5A in OPRM1-OPRD1 agonist counter-screen; P47898; HTR5A agonist assay, luminescence, cell-based; activation, % at 9.3 µM; 340,000 compounds, 0.61% hits; in the data active means activation mostly above about 9.5%, no sharp cut-off; inactive means mostly below about 7.6%;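 further: 0% = cells with vehicle only and 100% = reference agonist; strong numbers were not always called active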
Target sequence (P47898 whole entry, looked up): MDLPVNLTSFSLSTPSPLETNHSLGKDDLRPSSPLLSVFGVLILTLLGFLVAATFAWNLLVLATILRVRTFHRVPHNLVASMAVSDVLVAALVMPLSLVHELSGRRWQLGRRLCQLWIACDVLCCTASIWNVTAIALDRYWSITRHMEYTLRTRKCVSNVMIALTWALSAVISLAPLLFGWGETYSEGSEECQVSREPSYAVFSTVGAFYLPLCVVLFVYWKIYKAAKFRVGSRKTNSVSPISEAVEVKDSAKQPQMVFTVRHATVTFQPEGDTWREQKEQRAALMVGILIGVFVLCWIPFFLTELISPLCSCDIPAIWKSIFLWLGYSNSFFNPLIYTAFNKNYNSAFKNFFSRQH
E coli growth: reduces bacterial viability in AddAB counter-screen; E. coli V3065 growth, OD600 absorbance, 18 h; inhibition, % at 11.9 µM; 330,000 compounds, 0.27% hits; AID 449728;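 active means inhibition above the campaign's mean inhibition across all tested compounds plus 3 SD, cut at about 9.9% in these data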;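 further: uninfected addAB+ strain grown without phage in ampicillin broth; 0% = DMSO wells and 100% = ciprofloxacin 0.95 µg/ml wells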
MOR-DOR ag: OPRM1-OPRD1 heterodimerization agonism | activation, % at 9.3 µM | P35372+P41143 | 340,000 compounds, 0.3% hits | cells, luminescence; in the data active means activation above about 18%;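 further: 0% = vehicle-treated cells and 100% = reference agonist; values of inactives mirror those of a sister screen read the other way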
HTR5A inv ctr: counter-screen for OPRM1-OPRD1 inverse agonists: human HTR5A inverse agonism; HTR5A cell line, luminescence; P47898; AID 504634; inhibition, % at 9.3 µM; 340,000 compounds, 0.083% hits; in the data active means inhibition mostly above about 23%, no sharp cut-off; inactive means mostly below about 18%;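 further: 0% = cells with DMSO and 100% = no-cell wells with DMSO; some compounds called inactive have numbers as strong as hits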
PfHsp90 yeast 2: inhibits growth of yeast expressing Plasmodium falciparum Hsp90. S. cerevisiae expressing PfHsp90, BacTiter-Glo ATP, 48 h; yeast lacking PDR1 and PDR3 efflux regulators. inhibition, % at 9.4 µM. 310,000 compounds, 0.32% hits;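 active means every replicate shows inhibition above about 80%, whatever the replicate mean, limit read from the data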;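 further: 0% = DMSO neutral controls and 100% = 20 µM radicicol positive controls; yeast relying on Plasmodium falciparum Hsp90 in place of its own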
PKA-R1A act: activates the PKA-R1A holoenzyme complex. PKA-R1A dissociation, Cy5-IP20 fluorescence polarization; scaled: DMSO 0%, 113 µM cGMP 100%. activation, % at 11.4 µM. 340,000 compounds, 0.083% hits. AID 504707;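 active means percent activation above the mean of all tested compounds plus 3 SD, cut at about 19% in these data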;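 further: higher means more PKAc released from R1A so a rise in polarization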
phage Ecoli inh: E. coli growth loss with phage present. growth absorbance. inhibition, % at 11.9 µM. 360,000 compounds, 0.26% hits. AID 651602; in the data active means inhibition above about 11%
Pemphigus Ab inh: blocks pemphigus antibody binding to human desmoglein-3. P32926. DSG3-coupled beads, scFv-anti-DSG3-GFP binding, flow cytometry; active compounds read low. binding (percent of control), % at 10 µM. 310,000 compounds, 0.48% hits. AID 588358;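 active means binding more than 3 SD below its plate's average and above zero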;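 further: hits lower antibody fragment binding to DSG3; some compounds called inactive have numbers as strong as hits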
OPRM1-OPRD1 inv: inverse agonists of human mu-delta opioid receptor heterodimerization; cell-based MOR-DOR heterodimer luminescence, inverse agonism; inhibition, % at 9.3 µM; 340,000 compounds, 0.21% hits; AID 504357; in the data active means inhibition above about 22%, passing the limit was not always enough;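 further: 0% = cells with DMSO and 100% = wells without cells with DMSO; values of inactives mirror those of a sister screen read the other way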
* marks the source's active call; other numbers are inactive results; x = not tested or not shown.

SMILES	AddAB inh	SUMO Mot1 rescue	HTR5A ag	E coli growth	MOR-DOR ag	HTR5A inv ctr	PfHsp90 yeast 2	PKA-R1A act	phage Ecoli inh	Pemphigus Ab inh	OPRM1-OPRD1 inv
CCOc1cc(C(=O)NC(CC(=O)O)c2ccc(OC3CCCC3)cc2)cc(OCC)c1OCC (stereo not given)	1.6	-2	3	-0.7	-1.2	-12	-6	7	-1.5	81	7
CCC(=O)N1CCN(c2ccc(Cl)cc2NC(=O)c2ccc(Br)o2)CC1	1.1	-10	-2	0.0	-3.3	4	-10	2	1.3	102	16
COc1ccccc1N1CCN(C(=O)c2ccc3nc(-c4ccco4)c(-c4ccco4)nc3c2)CC1	4.9	-19	1	-1.5	-0.1	-4	x	-7	3.0	x	1
O=c1/c(=C/c2ccc(O)cc2)sc2n1CCCN=2	2.6	-16	-4	-1.4	-1.7	20	-5	-8	0.6	94	10
COc1cc(S(=O)(=O)NC2CCCC2)c(OC)cc1Cl	1.2	-4	1	2.6	1.2	7	x	1	2.0	104	-6
Nc1ccc(Sc2nnnn2-c2ccccc2)c(Cl)c1	1.4	38	-4	-0.8	-1.8	-21	7	2	1.1	88	10
O=C(CNC(=O)c1ccccc1F)NCc1ccncc1	-4.1	-6	-2	-5.8	0.7	9	x	9	1.8	101	-4
CC1CCN(C(=O)COC(=O)c2ccc(=O)n(Cc3ccccc3)n2)CC1	-0.2	-20	3	-0.3	-3.5	-1	x	-7	2.7	101	19
O=C1NC(=S)SC1=Cc1ccc2c(c1)OCO2	x	x	1	x	-3.7	-5	8	-3	1.8	122	19
O=C(CCn1c(=O)oc2cc(Cl)ccc21)Nc1ccc(O)cc1	4.0	375	2	-0.4	0.5	-6	4	9	1.0	119	-4
CCc1cc(=O)oc2c3c(cc(OCC(=O)NCCCCCC(=O)O)c12)OC(C)(C)CC3	0.2	6	-2	0.6	-2.8	8	3	9	-0.6	102	13
CN1CCc2c(sc(/N=C/c3cc(Cl)ccc3O)c2C#N)C1	-1.0	27	3	-2.6	-1.9	13	26	-8	1.9	106	10
COc1ccc(C(=S)N2CCOCC2)cc1OC(=O)c1ccc(C)cc1	5.0	91	8	-1.5	-2.2	-20	-26	-7	3.1	107	12
CCc1ccccc1S(=O)(=O)Cc1ccc(C(=O)NCCc2ccccc2)o1	2.4	-3	2	-1.6	-2.4	-6	-23	7	-0.8	104	12
O=C(NC1CCCC1)C1C2C=CC(C2)C1C(=O)N1CCOCC1 (stereo not given)	-1.7	-5	0	-1.5	-1.3	1	-8	12	3.4	101	7
CCCC(=O)OCC(=O)Nc1ccc2c(c1)OCO2	3.8	-12	0	-1.5	-2.3	14	-1	1	2.6	112	11
COc1cc(Cl)cc(C#N)c1OCC(=O)O	-0.9	-8	-1	1.7	-1.5	4	15	-11	-0.5	113	9
Cc1cc(C(=O)NCC(=O)OC(C(=O)Nc2cc(C(F)(F)F)ccc2Cl)c2ccccc2)ccc1[N+](=O)[O-] (stereo not given)	-0.8	13	0	-1.8	3.3	-22	2	7	4.6	69	-18
CCN(CC)c1ccc(/C=N/Nc2nc3ccccc3[nH]2)cc1	x	x	3	x	2.3	-26	x	3	3.1	85	-15
CC(C)C(=O)Nc1nnc(Cc2c[nH]c3ccccc23)s1	-1.6	7	-1	-2.6	-2.3	-11	-26	-2	2.7	x	11
COCc1nnc(NC(=O)CCCCCN2C(=O)c3ccccc3C2=O)s1	0.3	3	-4	-0.3	-1.9	-38	x	-18	1.3	95	10
CCCc1nnc(SCC(=O)N2CCCC2)n1CC1CCCO1 (stereo not given)	1.9	-7	10	1.4	-1.5	-36	8	2	3.0	97	8
O=C(CCC(=O)Nc1ccccc1)NNC(=O)c1cccs1	-0.2	3	-4	-3.0	-0.3	-10	7	-4	2.5	98	2
Cc1ccc(C)c(N2CCN(S(=O)(=O)c3c(C)[nH]c(C)c3C(=O)N3CCCCC3)CC2)c1	2.7	-16	1	-1.7	-2.4	-4	8	3	2.9	98	13

2 entries from above, with two lines to a compound:
Values in the order: AddAB inh	SUMO Mot1 rescue	HTR5A ag	E coli growth	MOR-DOR ag	HTR5A inv ctr	PfHsp90 yeast 2	PKA-R1A act	phage Ecoli inh	Pemphigus Ab inh	OPRM1-OPRD1 inv
- CCCc1nnc(SCC(=O)N2CCCC2)n1CC1CCCO1 (stereo not given)
  1.9	-7	10	1.4	-1.5	-36	8	2	3.0	97	8
- O=C(NC1CCCC1)C1C2C=CC(C2)C1C(=O)N1CCOCC1 (stereo not given)
  -1.7	-5	0	-1.5	-1.3	1	-8	12	3.4	101	7

(next part)
SMILES	AddAB inh	SUMO Mot1 rescue	HTR5A ag	E coli growth	MOR-DOR ag	HTR5A inv ctr	PfHsp90 yeast 2	PKA-R1A act	phage Ecoli inh	Pemphigus Ab inh	OPRM1-OPRD1 inv
C=CC[C@H](CC(=O)NCCO)C(=O)NC[C@H](OC(=O)[C@@H](CC=C)Cc1ccc(F)cc1)c1ccccc1	2.0	10	-4	1.6	-1.5	-22	-6	-2	-0.6	103	9
CN1CCN(c2nc(-c3ccncc3)nc3ccccc23)CC1	-0.3	-24	-6	-1.2	0.5	37	8	-5	4.0	x	-3
Cc1cccc(OCC(O)CN2CCNCC2)c1 (stereo not given)	1.8	11	-5	2.5	2.1	18	-19	-5	1.6	120	-11
COc1ccc(Cn2c(C)nnc2-c2cnn(C)c2N)cc1	-0.3	5	5	1.0	-1.0	-13	-14	-5	1.3	109	5
CC(C)OC(=O)c1nnn(-c2nonc2N)c1CSc1ccccn1	2.0	4	3	0.4	-1.3	6	-13	-15	3.5	x	6
CC(C)N(Cc1ccccc1)C(=O)COC(=O)/C=C/c1cnc2ccccc2n1	5.4	89	-5	-1.0	-3.6	11	x	-6	0.5	115	17
Cc1cccc(OCC(=O)Nc2ncn[nH]2)c1C	1.3	-13	-3	2.7	-2.4	0	-13	3	1.8	106	12
Cc1ncc(CO)c2cc(-c3nnc(Nc4ccc5c(c4)OCO5)s3)c(=O)oc12	-0.7	-11	-2	0.9	0.2	22	1	-9	1.8	104	-1
COc1cc2c(cc1OC)C(=O)N(C)CC2	2.9	-3	-3	-0.7	0.1	6	4	-11	1.3	102	0
O=C(Cc1c(F)cccc1Cl)N1CCOCC1	-0.2	184	6	0.2	-1.4	-29	-17	-10	2.7	104	8
Cc1oc2cc3oc(=O)cc(C)c3cc2c1C	-1.8	0	4	-0.3	0.7	-13	5	-10	-0.1	98	-4
Cc1ccc(C2N(C)C(=O)c3ccccc3N2C)cc1 (stereo not given)	x	-14	2	x	-2.9	-9	6	-14	-0.2	95	14
COCc1cc(C)nc(SCC(=O)Oc2ccccc2)c1C#N	2.6	8	2	-0.3	0.5	-4	6	3	3.3	95	-2
Cc1ccccc1OCCCCc1c(C)n[nH]c1C	-1.9	-7	-1	-1.7	4.4	-25	x	-2	-1.8	99	-24
Cc1csc2c(N3CCCCC3)ncnc12	0.2	-17	-2	3.6	0.0	0	25	17	3.5	102	0
O=C(CCCCCCCCC(=O)N/N=C/c1ccco1)N/N=C/c1ccco1	-2.7	3	6	-1.1	0.5	-42	x	2	4.1	110	-3
CCOC(=O)c1sc(NC(=O)c2sc(C)nc2C)nc1C	0.0	-11	1	-1.6	-1.9	-3	6	7	-1.2	97	11
C=C(C)CSc1nc2sc3c(c2c(=O)n1C1CCCCC1)CCN(C)C3	1.7	-11	-1	-3.2	-2.0	2	-24	-7	4.4	101	11
CCCC(=O)Oc1ccc2c(C)cc(=O)oc2c1	2.6	-13	1	-2.2	-1.2	-38	5	-1	2.4	99	6
O=C(Nc1ccccc1)c1oc2ccccc2c1NC(=O)C1CC1	1.8	-3	-4	-0.3	2.1	4	-9	-11	2.1	101	-11
CCN(C(=O)c1cc2cccc(OC)c2oc1=O)c1ccccc1	2.7	-11	1	0.2	-4.3	3	-24	6	3.8	114	19
O=C(O)CCCCNS(=O)(=O)/C=C/c1ccccc1	3.8	-11	4	-1.5	-0.4	0	-31	4	-1.2	97	2
CCN(CC)CC(=O)Nc1sc(C)cc1C(=O)c1ccccc1	0.5	-12	0	-1.0	2.1	1	0	-4	-0.9	90	-10
COc1cccc(CNS(=O)(=O)c2c(C)[nH]c(C)c2C(=O)N2CCCCC2)c1	3.9	19	3	-1.5	-2.6	1	-25	4	1.0	x	14
CCOc1ccc(/C=C/C(=O)Nc2ccc(N3CCOCC3)cc2)cc1	4.5	14	5	1.3	3.9	-2	-14	2	1.8	x	-18
CCN(Cc1nc2ccccc2c(=O)[nH]1)Cc1nc2cc(OC)c(OC)cc2c(=O)[nH]1	-1.0	-1	3	0.5	-1.4	-8	x	-2	0.5	x	7
Cc1nnc(NCc2n[nH]c(=O)c3ccccc23)c2ccccc12	0.2	-7	3	1.6	1.4	-21	-10	-4	2.5	107	-7
COc1ccc(-c2noc(-c3cccc(Cl)c3)n2)cc1OC	1.9	267	-4	1.7	0.4	12	21	6	0.1	105	-2
COCCNC(=S)N(C)C1(c2ccccc2Cl)CCCCC1=O (stereo not given)	-0.3	2	-1	1.0	-2.2	3	11	-17	2.1	97	12
Cc1noc(C)c1CNCc1ccccc1	0.6	-3	0	2.2	-1.8	-1	-1	-4	-0.9	93	10
COc1ccc(C(=O)Oc2cc(C)c(CN3CCOCC3)cc2C)cc1OC	1.8	-16	5	-0.5	1.1	-19	18	11	0.0	114	-5
CC(C)n1nc(Cc2cccc3ccccc23)c(C#N)c1N	2.0	3	-2	-1.2	-1.4	-4	37	14	-1.5	103	8
CC(C)(C)OC(=O)N1CCC(CC2CC(c3cccc(Br)c3)=NO2)(C(=O)O)CC1 (stereo not given)	-1.4	-4	0	-2.3	-2.5	-23	-7	4	2.7	104	14
C#CCOCCOCCOCCNc1nc(N2CCN(C(=O)C([C@@H](C)O)n3cc([C@@H](N)CCCCN)nn3)CC2)nc(N2CCN(C(=O)[C@H](CCC(=O)O)n3cc([C@@H](N)[C@H](C)CC)nn3)CC2)n1 (stereo not given in full)	0.7	-6	-2	-2.5	-1.4	8	5	0	-0.9	100	6
O=C(CCCCCCCC(=O)NCC1CCCO1)NCC1CCCO1 (stereo not given)	-0.3	48	5	-0.3	-2.2	2	x	-1	1.2	103	12
Cn1c(CCNC(=O)c2ccccc2F)nnc1SCC(=O)Nc1nncs1	0.9	112	20*	0.9	-1.2	-56	13	-10	0.6	x	8
C=CCn1c2ccccc2c(=O)c2cc(C#CC3(O)CCCCC3)ccc21	-0.6	1	0	-0.2	5.9	-19	-11	5	-0.8	99	-32
COc1ccc(CN2CCNC(=O)C2CC(=O)NC2CCCCCC2)c(C)c1C (stereo not given)	0.6	3	1	0.0	-0.7	1	-10	-13	1.1	103	4
CCCOc1cccc(C(=O)Nc2cc(NC(=O)c3ccco3)ccc2OC)c1	0.2	17	4	-1.8	0.6	-20	-23	5	4.1	104	-3
O=C(NC1CCCCCCC1)c1ccc(F)c(S(=O)(=O)N2CCOCC2)c1	2.7	-11	1	-1.8	-0.6	-4	19	-5	1.7	101	3
COc1cc(C)ccc1OCCOCCN(C)Cc1ccccc1	3.5	15	0	0.4	-0.6	0	-8	3	0.9	103	3
CCCn1c(SCC(=O)c2cc(C)n(-c3ccc4c(c3)OCO4)c2C)n[nH]c1=O	0.8	x	4	-1.4	-0.2	-19	-23	-5	4.8	89	1
